From PubChem BioAssay
NadD inh: blocks S. aureus nicotinate mononucleotide adenylyltransferase. actives 0.78% (n = 360,000). inhibition, % at 20 µM. purified NadD enzyme, colorimetric absorbance read-out; in the data active = inhibition above about 26%; also: some compounds past the cut are filed as inactive
Tb MetRS inh: Trypanosoma brucei MetRS inhibition. purified T. brucei MetRS, ATP depletion, Kinase-Glo luminescence. inhibition, % at 11.9 µM. actives 0.4% (n = 360,000). AID 624268;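 active = inhibition above a per-plate cutoff of the control wells' mean inhibition plus 3 SD, cut at about 5.5% in these data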;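 also: 0% = DMSO wells median and 100% = median of wells with control inhibitor compound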
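technique = Kinase-Glo luminescence, ATP depletion format | system = purified MetRS (methionyl-tRNA synthetase) enzyme from Trypanosoma brucei | timing = 15 min preincubation, 2 h reaction, all 25 °C | evaluation = percent inhibition versus plate control medians | dosing = single dose, 11.9 µM final nominal, 0.9% final DMSO | also added = substrates ATP, L-methionine and bulk Escherichia coli tRNA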
SUMO1 PPI mod: alters human SUMO1 binding to SIM partners; SUMO1 binding to a labelled peptide, TR-FRET, 1 h; AID 602429; inhibition, % at 20 µM; actives 0.33% (n = 360,000); in the data active = inhibition above about 37%
Target sequence (P63165 whole entry, looked up): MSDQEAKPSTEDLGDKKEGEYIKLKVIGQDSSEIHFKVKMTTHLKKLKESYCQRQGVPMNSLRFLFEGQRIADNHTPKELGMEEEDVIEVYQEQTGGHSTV
LMPTP inh: LMPTP (human) inhibition | recombinant LMPTP-A, OMFP fluorogenic substrate, fluorescence intensity | inhibition, % at 20 µM | actives 0.22% (n = 360,000);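 active = compounds that cut the enzyme signal by at least half of the control window in the single-dose screen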;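 also: plate controls were DMSO wells with enzyme plus substrate for no effect and substrate without enzyme for full effect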
Target sequence (P24666 whole entry, looked up): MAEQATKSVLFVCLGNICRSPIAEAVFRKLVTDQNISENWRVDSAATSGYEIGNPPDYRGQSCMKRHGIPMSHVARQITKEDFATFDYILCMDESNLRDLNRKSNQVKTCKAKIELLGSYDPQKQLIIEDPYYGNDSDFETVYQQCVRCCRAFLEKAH
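Assay system: LMPTP-A enzyme. Input: 0.625 nM LMPTP-A final. Probe or stimulus: 400 µM OMFP. Compound dosing: single 20 µM dose. Schedule: 50 min dark incubation at room temperature. Detection: fluorescence intensity of OMFP turnover product. Read-out: percent inhibition versus substrate-only and uninhibited controls. Benchmarks: no-enzyme low control, uninhibited high control.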
MLLE-PAM2 inh: inhibitors of microRNA-mediated deadenylation, human PABP1 MLLE binding; P11940; GST-MLLE / FITC-PAM2 fluorescence polarization; inhibition, % at 20 µM; actives 0.36% (n = 360,000); AID 588489; in the data active = inhibition above about 35%, passing the limit was not always enough;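 also: plate controls were DMSO wells with GST-MLLE for no effect and wells lacking GST-MLLE protein for full effect; some results filed as inactive read as strong as hits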
DNMT1 block: inhibitors of human DNMT1; P26358; DNMT1 molecular beacon, Hinp1I cleavage, fluorescence; inhibition (reported as % activation of signal), % at 10 µM; actives 0.83% (n = 360,000); AID 588458; in the data active = inhibition above about 50%
STEP inh: inhibitors of human striatal-enriched phosphatase STEP. P54829. recombinant STEP, OMFP fluorogenic substrate, fluorescence. inhibition, % at 20 µM. actives 0.25% (n = 360,000);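 active = inhibition at 20 µM, scaled per plate between control wells, above about 37%, limit read from the data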;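 also: 0% = DMSO with enzyme and substrate and 100% = substrate only without enzyme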
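System: STEP phosphatase, cell-free reaction; Buffer or medium: Bis-Tris pH 6.0 buffer with DTT, detergent; Incubation: 20 min at room temperature, dark; Measured by: fluorescence, 480/540 nm.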
Scp1 inh: inhibitors of human Scp-1 phosphatase; Q9GZU7; Recombinant Scp1, phosphopeptide, malachite green phosphate absorbance; inhibition, % at 20 µM; actives 0.88% (n = 340,000); AID 493091;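 active = inhibition above about 50% at 20 µM, limit read from the data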;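 also: plate controls were DMSO wells with enzyme for no effect and wells lacking enzyme for full effect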
Target sequence (Q9GZU7 76-261 limits assumed): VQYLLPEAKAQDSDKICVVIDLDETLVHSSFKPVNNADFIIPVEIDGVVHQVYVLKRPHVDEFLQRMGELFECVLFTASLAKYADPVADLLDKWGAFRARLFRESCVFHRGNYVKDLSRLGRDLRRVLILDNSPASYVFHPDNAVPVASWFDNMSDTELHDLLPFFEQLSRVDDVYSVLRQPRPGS
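System: SCP-1 catalytic domain; Reagent: Phospho 17-mer peptide substrate; Doses: one concentration, 20 µM, with 1.0% DMSO; Incubation: 45 min room-temperature reaction, 5 min colour, 30 min stabiliser; Signal: Phosphate-binding colour reagent, absorbance read at 630 nm.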
CSN inh: inhibitors of human CSN-mediated cullin deneddylation; Q92905; Purified CSN, SCF-Nedd8-OG deneddylation, fluorescence polarization; inhibition, % at 12.5 µM; actives 0.38% (n = 360,000); AID 651999;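 active = pattern-corrected inhibition above about 35%, with an unprinted fluorescence ratio check between 0.5 and 1.5, limit read from the data, passing the limit was not always enough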;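 also: 0% = enzyme with substrate and 100% = substrate without enzyme; some results filed as inactive read as strong as hits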
Target sequence (Q92905 whole entry, looked up, one chain of several): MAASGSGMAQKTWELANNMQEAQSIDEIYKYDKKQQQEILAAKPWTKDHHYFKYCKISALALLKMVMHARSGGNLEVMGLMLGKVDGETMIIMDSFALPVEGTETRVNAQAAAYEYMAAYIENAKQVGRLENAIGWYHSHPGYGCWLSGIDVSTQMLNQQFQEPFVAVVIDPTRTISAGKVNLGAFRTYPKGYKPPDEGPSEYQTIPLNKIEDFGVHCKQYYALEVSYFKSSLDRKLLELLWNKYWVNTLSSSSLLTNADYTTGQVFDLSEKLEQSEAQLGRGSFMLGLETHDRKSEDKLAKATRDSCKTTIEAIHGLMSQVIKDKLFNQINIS
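assay system = purified human Csn5 enzyme expressed in HEK293T cells | amount = 0.24 nM enzyme | buffer or medium = Tris/NaCl/DTT buffer, pH 7.5 | reagent = 10 nM SCFSkp2-Nedd8OG | compound = one concentration, 12.5 µM, 0.25% DMSO | times = 90 min reaction at room temperature | signal = FP | read-out basis = % inhibition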
Rpn11 block: blocks the human proteasome subunit Rpn11 | O00487 | human 26S proteasome, Ub4-pepOG fluorescence polarization; 20S core pre-blocked with epoxomicin | calls only at 20 µM | actives 0.59% (n = 360,000);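 active = inhibition at 20 µM, scaled to each plate's controls, above about 33%, limit read from the data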
Starred values were filed as active, the others as inactive; i = inactive; nt = no result given; + = active, no number.

SMILES	NadD inh	Tb MetRS inh	SUMO1 PPI mod	LMPTP inh	MLLE-PAM2 inh	DNMT1 block	STEP inh	Scp1 inh	CSN inh	Rpn11 block
CCc1ccccc1NC(=O)CN(C)C(=O)COC(=O)c1c(Cl)cccc1Cl	-8	0.1	7	1.0	0	-1	-3	16	2	i
CCOC(=O)c1ccc(NC(=O)Cn2cnc3cc(C)c(C)cc32)cc1	2	-0.1	-4	0.6	-1	13	-1	-1	4	i
O=c1[nH]c2ccc(NC(=S)Nc3ccccc3Cl)cc2[nH]1	-1	-1.4	5	-1.4	38*	1	-4	0	4	i
COc1ccc(C(=O)NCC2CCCCC2)cc1S(=O)(=O)N1CCOCC1	-1	-0.1	4	-0.6	2	-1	1	-10	-2	i
O=C(N/C(=C\c1ccco1)C(=O)N1CCOCC1)c1ccccc1Cl	0	0.3	2	-0.7	-1	1	-1	-10	-1	i
Clc1ccccc1CN(Cc1ccccc1)C(c1cccs1)c1nnnn1C1CCCC1 (stereo not drawn)	2	-0.1	2	1.8	2	10	1	-11	4	i
COc1ccc(NC(=O)CSc2nc(C(C)C)nc3c2c(=O)n(C)c(=O)n3C)c(OC)c1	3	-0.2	-2	-0.2	9	7	-1	-5	-5	i
CC(=O)C1=C(O)C(=O)N(c2ccc(O)cc2)C1c1ccccc1Cl (stereo not drawn)	5	0.9	-8	-0.2	3	0	2	-4	3	i
Cc1ccc2c(=O)c(CN3CCCCCC3)c(C)[nH]c2c1C	-1	-0.6	-11	8.3	3	-6	-1	-2	4	i
N#Cc1cccc(NC(=O)C2CCCN(C(=O)c3ccc(Cl)cc3)C2)c1 (stereo not drawn)	-4	0.5	4	-0.5	-5	0	-2	-7	0	i
O=C(NCc1cccs1)C1CCN(S(=O)(=O)c2ccc(Br)s2)CC1	-3	-0.5	0	1.0	-6	0	0	-4	-2	i
CCOc1ccccc1N(C)C(=O)Cn1ncc2c([nH]c3ccc(C)cc32)c1=O	-1	-0.4	3	1.1	3	-2	2	-1	1	i
Cc1nc2c([nH]1)C1(CCN(Cc3ccccc3)CC1)C(C#N)=C(N)O2	3	-0.4	-7	0.0	5	-11	-1	2	-1	i
CCC(=O)Nc1ccc(F)c(Cl)c1	9	0.0	-1	-2.7	-12	2	1	-18	-1	i
COc1ccc(C(=O)CSc2nnc(-c3ccco3)c(-c3ccco3)n2)cc1	21	-0.4	16	33	35	76*	5	87*	36	i
CCOc1ccc(NC(=O)CSc2nc3nc(C)cc(C)n3n2)cc1	-1	-0.8	-1	-0.1	-2	0	-1	0	5	i
O=C(NCc1ccco1)c1n[nH]c(=O)c2ccccc12	-6	-0.7	0	-0.3	16	1	0	-4	-1	i
O=C1CC[C@@H]2CC3(C[C@@H]4CCN1[C@H]24)Nc1cc([N+](=O)[O-])ccc1NC3=NC1CCCCC1 (stereo partly drawn)	6	0.6	-33	0.8	-33	-2	-1	-6	0	i
O=C(NCCc1ccccc1)c1nc2c(nnn2Cc2ccccc2Cl)c(=O)[nH]1	17	-1.0	6	1.6	7	7	4	-8	1	i
Cc1cc(NC(=O)CN2CCN(C)CC2)no1	-6	0.4	-3	-1.2	-7	2	0	-17	18	i
Cc1ccc(S(=O)(=O)N(C)CC(=O)N2CCN(Cc3ccccc3)CC2)cc1	-4	-0.7	4	-0.9	4	2	13	2	-2	i
CC(C)(Oc1ccc(Cl)cc1)C(=O)O/N=C(\N)c1ccncc1	-5	-0.8	-1	-0.7	-1	4	2	-1	-2	i
Cc1ccc(C=Nc2ccccc2C(N)=O)o1	0	-0.3	0	0.4	2	-8	2	-2	-1	i
O=C(Nc1ccccc1Cl)N1CCN(C/C=C/c2ccccc2)CC1	-3	0.1	4	-1.3	4	4	-4	6	-2	i
CC(=O)Nc1cccc(NC(=O)c2cccc(Cl)c2)c1	1	-0.2	5	0.1	-1	2	-1	nt	0	i
COc1ccc(CNC(=O)c2c(C)nc3ccccn23)cc1	5	0.0	6	-1.1	8	-1	0	-2	-4	i
Cc1ccc2c(c1)C1(OCCCO1)C(=O)N2CC(=O)NN	-2	0.3	1	-0.9	-102	-1	-1	1	0	i
O=C(Nc1ccc(F)c(Cl)c1)C1Cc2c(-c3ccc(Cl)cc3)ccnc2O1 (stereo not drawn)	2	-0.2	5	3.3	-3	-7	-2	nt	-2	i
CN1CCC(=O)N([C@H](CO)Cc2ccccc2)CC1	-13	-0.2	-1	-2.7	-10	2	-2	-1	3	i
COc1ccc(C)cc1S(=O)(=O)N1CCN(S(=O)(=O)c2cc(C(=O)O)ccc2C)CC1	-2	-0.3	2	-1.3	5	8	-1	1	-3	i
Cc1nc2cc(-c3ccccc3)nn2c(C)c1CCC(=O)NCc1ccco1	0	-0.1	5	-0.6	8	1	5	-6	5	i
Cc1cc(C(C)(C)C)n2nc(C)c(-c3ccccc3)c2n1	-1	-1.8	-17	-2.3	5	-4	-4	4	-2	i
CC(=O)c1ccc(NC(=O)CN2CCOCC2)cc1	-5	-0.3	-1	0.2	10	1	-2	-4	2	i
C/C=C\C=C/C(=O)Nc1cccc(C2=NOC3(C2)C[C@@H](C(N)=O)N(C(=O)/C=C/C=C\C)C3)c1 (stereo partly drawn)	31*	0.1	95*	6.4	2	64*	2	80*	64*	+
COC(=O)c1ccccc1NC(=O)C1CCN(C(=O)c2ccc(OC)cc2)CC1	-1	-0.4	-3	0.1	-7	2	5	3	-4	i
O=S(=O)(c1ccccc1)N1CCN(c2ncnc3sc(-c4ccccc4)cc23)CC1	22	-0.1	15	2.1	-10	-3	5	28	0	i
O=c1c(C(c2ccc(F)cc2)c2c(O)nc3n(c2=O)CCS3)c(O)nc2n1CCS2	7	1.2	10	-2.1	26	3	0	-7	-2	i
Cc1ccc2nc(CNC(=O)C3CCC(=O)N(Cc4ccccc4F)C3)cn2c1 (stereo not drawn)	-2	-0.2	7	0.4	15	-1	-2	-5	0	i
Cc1ccc(S(=O)(=O)N2CCN(Cc3cc(=O)n4ccccc4n3)CC2)cc1C	1	-0.9	-8	-0.8	12	5	-3	3	-3	i
C[C@@H]1C(c2ccccc2)=NN(c2ccccc2)[C@H]1C(=O)N1CCOC1=O	1	-0.3	-1	0.0	4	0	-1	-7	0	i
COc1ccc(COc2ccc3c(C)cc(=O)oc3c2)cc1	-6	-1.8	1	0.2	-14	0	2	-16	1	i
Cc1ccc(S(=O)(=O)N(C)C)cc1NC(=O)c1cccnc1Oc1ccccc1	-4	-0.3	2	-2.5	3	1	-1	-7	-3	i
Cc1ccc(OCc2n[nH]c(=S)n2-c2ccc(C)cc2)cc1	-3	-0.8	-1	0.0	6	5	0	-6	0	i

Reformatted with values ahead of the structure: entries from further up
NadD inh | Tb MetRS inh | SUMO1 PPI mod | LMPTP inh | MLLE-PAM2 inh | DNMT1 block | STEP inh | Scp1 inh | CSN inh | Rpn11 block | mol
-2 | 0.3 | 1 | -0.9 | -102 | -1 | -1 | 1 | 0 | i | Cc1ccc2c(c1)C1(OCCCO1)C(=O)N2CC(=O)NN
2 | -0.2 | 5 | 3.3 | -3 | -7 | -2 | nt | -2 | i | O=C(Nc1ccc(F)c(Cl)c1)C1Cc2c(-c3ccc(Cl)cc3)ccnc2O1 (stereo not drawn)
-13 | -0.2 | -1 | -2.7 | -10 | 2 | -2 | -1 | 3 | i | CN1CCC(=O)N([C@H](CO)Cc2ccccc2)CC1
-2 | -0.3 | 2 | -1.3 | 5 | 8 | -1 | 1 | -3 | i | COc1ccc(C)cc1S(=O)(=O)N1CCN(S(=O)(=O)c2cc(C(=O)O)ccc2C)CC1
0 | -0.1 | 5 | -0.6 | 8 | 1 | 5 | -6 | 5 | i | Cc1nc2cc(-c3ccccc3)nn2c(C)c1CCC(=O)NCc1ccco1
-1 | -1.8 | -17 | -2.3 | 5 | -4 | -4 | 4 | -2 | i | Cc1cc(C(C)(C)C)n2nc(C)c(-c3ccccc3)c2n1
-5 | -0.3 | -1 | 0.2 | 10 | 1 | -2 | -4 | 2 | i | CC(=O)c1ccc(NC(=O)CN2CCOCC2)cc1
31* | 0.1 | 95* | 6.4 | 2 | 64* | 2 | 80* | 64* | + | C/C=C\C=C/C(=O)Nc1cccc(C2=NOC3(C2)C[C@@H](C(N)=O)N(C(=O)/C=C/C=C\C)C3)c1 (stereo partly drawn)
-1 | -0.4 | -3 | 0.1 | -7 | 2 | 5 | 3 | -4 | i | COC(=O)c1ccccc1NC(=O)C1CCN(C(=O)c2ccc(OC)cc2)CC1
22 | -0.1 | 15 | 2.1 | -10 | -3 | 5 | 28 | 0 | i | O=S(=O)(c1ccccc1)N1CCN(c2ncnc3sc(-c4ccccc4)cc23)CC1
7 | 1.2 | 10 | -2.1 | 26 | 3 | 0 | -7 | -2 | i | O=c1c(C(c2ccc(F)cc2)c2c(O)nc3n(c2=O)CCS3)c(O)nc2n1CCS2
-2 | -0.2 | 7 | 0.4 | 15 | -1 | -2 | -5 | 0 | i | Cc1ccc2nc(CNC(=O)C3CCC(=O)N(Cc4ccccc4F)C3)cn2c1 (stereo not drawn)
1 | -0.9 | -8 | -0.8 | 12 | 5 | -3 | 3 | -3 | i | Cc1ccc(S(=O)(=O)N2CCN(Cc3cc(=O)n4ccccc4n3)CC2)cc1C
1 | -0.3 | -1 | 0.0 | 4 | 0 | -1 | -7 | 0 | i | C[C@@H]1C(c2ccccc2)=NN(c2ccccc2)[C@H]1C(=O)N1CCOC1=O
-6 | -1.8 | 1 | 0.2 | -14 | 0 | 2 | -16 | 1 | i | COc1ccc(COc2ccc3c(C)cc(=O)oc3c2)cc1
